Assay outcomes as filed in PubChem.
Autophagy HCS – modulators of autophagy. 190,000 tested, 0.98% active. MEF GFP-LC3 puncta imaging; test concentration mostly 10 µM. calls only at 10 µM (by protocol). AID 463193;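 active = percentage of spot-positive cells more than 3 SD above its plate mean, without a fluorescence outlier flag or 80% toxicity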;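 note: spot-positive cell cutoff set from DMSO-treated cells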
WT yeast gro inh – growth inhibition of WT yeast, mitochondrial fusion screen. mitochondrial fusion phenotypic screen, WT strain. inhibition, % at 10 µM. 190,000 tested, 2.1% active; in the data active = inhibition above about 58%; tested in S. cerevisiae
LYP phosphatase – PTPN22 lymphoid phosphatase activity blockers – biochemical, fluorescence intensity, uHTS (AID 1779); recombinant LYP phosphatase, fluorescence intensity; higher % means a stronger effect; inhibition, % at 11.5 µM; hits with a dose series show IC50 in µM; 290,000 tested, 0.054% active; in the data active = inhibition above about 50%;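 note: plate controls were vehicle with enzyme for no effect and no enzyme for full effect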
NTR1 agonist – NTR1-driven beta-arrestin-GFP spot formation – imaging, U2OS cells, high content, primary screen (AID 493036); P30989; agonist mode; activation, % at 20 µM; 330,000 tested, 0.17% active;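 active = activation at or above 40% of the spot to cytoplasm intensity ratio, with at least 20 cells analyzed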;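 note: 0% = DMSO without peptide and 100% = 100 nM NTR1 peptide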
Target sequence (P30989 whole entry, looked up): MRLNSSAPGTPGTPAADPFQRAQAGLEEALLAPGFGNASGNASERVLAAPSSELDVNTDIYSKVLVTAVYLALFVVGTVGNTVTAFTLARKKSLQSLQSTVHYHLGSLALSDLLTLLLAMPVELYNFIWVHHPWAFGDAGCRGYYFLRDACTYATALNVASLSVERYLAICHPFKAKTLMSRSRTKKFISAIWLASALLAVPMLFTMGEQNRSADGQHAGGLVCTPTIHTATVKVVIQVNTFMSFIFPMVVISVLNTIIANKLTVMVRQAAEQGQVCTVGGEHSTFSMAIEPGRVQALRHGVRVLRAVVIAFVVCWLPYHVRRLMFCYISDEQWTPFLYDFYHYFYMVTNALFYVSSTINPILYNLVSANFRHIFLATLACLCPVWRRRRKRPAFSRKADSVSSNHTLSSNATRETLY
AID2073 – disruptors of CaV2.2 binding to Mint1 – biochemical, HTRF (AID 2073). HTRF protein-protein interaction, Mint1-CaV2.2; higher % means a stronger effect. inhibition, % at 20 µM; hits with a dose series show IC50 in µM. 290,000 tested, 0.19% active; in the data active = inhibition mostly above about 51%, no sharp cut-off; note: some results filed as inactive read as strong as hits
GPR35 antagonists – inhibition of zaprinast-stimulated GPR35 beta-arrestin translocation – imaging, U2OS, beta-arrestin-GFP, zaprinast agonist, primary screen (AID 2058); U2OS GPR35 beta-arrestin-GFP translocation imaging, zaprinast antagonism; higher % means a stronger effect; inhibition, % at 10 µM, or IC50 in µM where a hit was titrated; 290,000 tested, 0.052% active;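 active = inhibition of at least 50% with at least 30 cells and total cytoplasm GFP at most 10,000,000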
K1F lysis inhibition – protection from phage-mediated lysis, alamar blue read-out – E. coli UTI89, K1F phage, bacterial capsule biogenesis inhibitors (AID 488966); E. coli UTI89 K1F phage lysis, alamar blue, 2 h; higher % means a stronger effect; inhibition, % at 100 µM, or IC50 in µM where a hit was titrated; 340,000 tested, 0.02% active;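 active = phage lysis inhibition, versus mean bacterial control, above a set limit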;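 note: capsule biogenesis inhibitors block K1F phage lysis so surviving cells raise fluorescence; higher fluorescence means more inhibition of phage lysis; actives were called in the ten point dose series up to 300 µM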
RSV CPE inhibition – inhibition of RSV-induced cytopathic effect – HEp-2 cells, primary 10 µM value included (AID 2391); HEp-2 cells, RSV-induced CPE inhibition; higher % means a stronger effect; one-dose CPE inhibition, % at 10 µM; IC50 in µM for titrated hits; 310,000 tested, 0.13% active; in the data active = a potency from the dose series; note: strong numbers were not always called active
NS5 inhibitors – Dengue-2 NS5 methyltransferase inhibitors, primary screen, biochemical, confirmation dose response (AID 588689) | Dengue-2 NS5 methyltransferase capping enzyme assay, biochemical; higher % means a stronger effect | inhibition, % at 25 µM; hits with a dose series show IC50 in µM | 340,000 tested, 0.3% active; in the data active = a potency from the dose series
WT yeast gro inh mutant strain – further read-out of WT yeast gro inh, marked with its call; inhibition, %; mitochondrial fusion phenotypic screen, mutant strain inhibition
Autophagy HCS cell loss 18 h – second read-out of Autophagy HCS, no call of its own (marks repeat the call); toxicity, %; measured here: cell loss, nuclei count;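 cell loss after 18 h compound exposure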
NTR1 agonist cell count 20 µM – also measured in NTR1 agonist; calls as there; cell count; measured here: cell count, cytotoxicity flag
* marks the source's active call; other numbers are inactive results; i = inactive; · = not tested or not shown; [ ] = another dose, or the depositor's remark.

SMILES	Autophagy HCS	Autophagy HCS cell loss 18 h	WT yeast gro inh	WT yeast gro inh mutant strain	LYP phosphatase	NTR1 agonist	NTR1 agonist cell count 20 µM	AID2073	GPR35 antagonists	K1F lysis inhibition	RSV CPE inhibition	NS5 inhibitors
COCCCNC(=O)C1CC(=O)OC1c1ccc(OC)c(OC)c1 (stereo not given)	i	-19.7	4.3	4.1	-4.3%	-0.8	75	1.5%	5.3%	0.3%	1.9%	-4.9%
Cc1ccc(S(=O)(=O)N2CCSC2c2ccco2)cc1 (stereo not given)	i	4.5	22.5	22.3	-4.6%	2.8	52	-12.0%	2.7%	0.3%	12.6%	-4.7%
O=C(CN1C(=O)c2ccccc2C1=O)NCc1ccncc1	i	-11.2	16.5	6.8	-3.3%	-1.3	82	-3.1%	-0.6%	3.0%	2.1%	-7.2%
Cc1ccc(C)c(SCC(=O)OCC(=O)NCCNC(=O)COC(=O)CSc2cc(C)ccc2C)c1	·	·	·	·	·	-0.2	57	·	·	-1.9%[50 µM]	-1.2%	-12.2%
O=S(=O)(NCc1cc(-c2ccccc2)no1)c1ccc(Cl)cc1	i	0.5	-1.4	14.3	-6.3%	-0.8	73	20.9%	20.6%	-0.2%	5.0%	-2.4%
CNC(=O)Nc1cccc2cccnc12	·	·	·	·	-6.0%	1.0	50	1.1%	8.0%	-1.6%	0.4%	1.6%
Cn1nnnc1NCc1cccc(Cl)c1	i	21.3	-17.4	15.4	-8.9%	-0.7	58	-16.5%	-18.5%	1.1%	1.8%	-6.1%
C#CCOCCOCCOCCNc1nc(N2CCN(C(=O)C(Cc3cc4ccccc4[nH]3)n3cc(C(N)Cc4ccc(O)cc4)nn3)CC2)nc(N2CCN(C(=O)C(CCC(=O)O)n3cc(C(N)C(C)CC)nn3)CC2)n1 (stereo not given)	·	·	·	·	·	0.9	74	·	·	-0.6%	0.3%	-5.0%
O=c1c2[nH]c3ccccc3c2ncn1CCN1CCCCC1	i	3.1	-7.3	-3.8	-2.6%	-1.6	69	7.8%	20.4%	0.0%	-0.2%	-5.7%
CCc1ccc2c(c1)C(c1ccncc1)=NNC(c1ccccc1)=N2	i	19.1	1.0	-8.2	-2.2%	-1.6	79	-4.4%	-13.6%	0.3%	1.4%	-2.7%
CCOC(=O)COc1ccc(S(=O)(=O)N2CCN(C(=O)OCC)CC2)cc1	i	0.8	1.1	-2.4	-4.6%	-0.8	43	-2.3%	8.7%	2.6%	0.6%	-6.3%
COc1ccccc1N1CCN(C(=O)c2cc3cc(C)ccc3[nH]2)CC1	·	·	·	·	-3.9%	3.6	67	3.9%	-3.8%	0.2%	-0.4%	-8.2%
COc1ccc(/C=C(\NC(=O)c2ccccc2)C(=O)NCc2cccnc2)cc1	·	·	·	·	-4.0%	2.9	48	6.1%	2.5%	-0.2%	0.6%	4.5%
Cc1cccc(-n2c(N)cc(=O)nc2SCC(=O)Nc2ccccc2)c1	i	-4.3	-5.9	-8.3	-2.9%	-0.5	28	-3.9%	1.1%	1.2%	2.1%	-5.0%
O=C(CSc1nnnn1-c1ccccc1)NCc1ccco1	i	-1.3	-15.8	-1.9	-3.1%	0.7	46	5.3%	-1.1%	1.0%	0.4%	5.9%
C=CCNC(=O)C1CCCN(S(=O)(=O)c2ccc(-n3cnnn3)cc2)C1 (stereo not given)	·	·	·	·	-7.9%	0.1	58	5.8%	0.7%	0.2%	-0.5%	-10.7%
CNC(=O)C1CC(=O)N(Cc2ccc(OC)c(OC)c2)C(=Nc2ccc(OC)cc2)S1 (stereo not given)	i	-1.1	-10.4	0.7	-4.8%	0.1	46	-2.3%	-11.1%	0.8%	1.9%	3.8%
COc1ccc(-c2ccc3oc(-c4ccc(OC)cc4)c(-c4ccc(OC)cc4)c3c2)cc1	·	·	·	·	·	-1.4	57	·	·	0.6%	0.7%	-1.6%
COc1cc2nc(-c3ccccc3C)oc(=O)c2cc1OC	·	·	·	·	-8.6%	0.5	44	0.4%	-0.9%	0.5%	0.9%	-9.2%
Cc1ccc2c(C)cc(=S)[nH]c2c1	i	-2.7	14.6	3.9	-7.3%	·	·	-1.3%	1.2%	0.5%	·	-5.5%
CCN(CC1CCCO1)C(=O)c1cc(COc2ccccc2SC)on1 (stereo not given)	·	·	·	·	-9.4%	-0.7	73	10.7%	7.0%	-0.2%	6.8%	-1.9%
O=C(NCCCn1ccnc1)c1ccc(NS(=O)(=O)c2cccc([N+](=O)[O-])c2)cc1	·	·	·	·	·	-1.6	73	·	·	3.0%[50 µM]	-1.7%	3.6%
CSCCC(NS(=O)(=O)c1ccccc1F)C(=O)NCC(c1ccc(F)cc1)N1CCOCC1 (stereo not given)	·	·	·	·	·	1.6	59	·	·	0.8%[50 µM]	-2.1%	-0.7%
O=[N+]([O-])/C=C/c1ccc2c(ccn2Cc2ccccc2)c1	·	·	·	·	-0.5%	87.3*	87*	42.2%	-1.3%	0.4%	-2.0%	-31.3%
c1ccc(C(Cc2nc(-c3cccnc3)no2)c2ccccc2)cc1	i	10.0	7.8	-0.1	-5.1%	7.7	49	1.0%	5.3%	-0.4%	3.0%	-0.5%
O=C(c1ccccc1Cl)N(C(=O)c1ccccc1Cl)c1nccc(-c2cccs2)n1	i	32.0	24.0	4.0	8.3%	5.8	102	14.0%	1.6%	-0.4%	-0.8%	-1.0%
Cc1cc(C)c2c(C)nn(C3CCCCC3)c2n1	i	2.2	-17.1	-1.1	-5.8%	1.6	36	42.5%	1.2%	8.7%	0.4%	4.1%
CC1=C(C(=O)OC(C)C)C(c2ccc(C)o2)NC(=O)N1 (stereo not given)	i	2.6	-0.6	6.0	-6.5%	-1.5	41	7.1%	11.7%	0.5%	1.4%	3.2%
CCOC(=O)c1[nH]c(C)c(C(=O)N(C)C)c1C	i	1.0	-11.2	5.8	-9.2%	0.6	70	-1.9%	3.6%	3.8%	0.6%	-0.8%
CCOc1ccccc1NC(=O)CSc1ccccc1	i	-2.6	-4.6	-2.0	-8.9%	-3.4	99	-4.9%	-3.7%	0.0%	4.0%	-6.5%
CCN(Cc1nc(-c2ccc(C)cc2)no1)C(=O)c1ccco1	·	·	·	·	-9.8%	-1.0	51	-7.8%	18.4%	0.2%	3.8%	-4.8%
Cc1cccc(C)c1OCC(O)Cn1c2ccccc2c2ccccc21 (stereo not given)	i	5.6	83.1*	45.7*	-1.8%	10.2	113	8.7%	14.4%	-0.7%	6.0%	-10.5%
CC(=O)Oc1ccc(C2(C)CC(C)(C)NC(=S)N2C)c(OC(C)=O)c1 (stereo not given)	i	-6.0	-11.0	-0.2	-5.1%	0.3	35	17.0%	18.0%	-0.9%	0.8%	-2.4%
CC1CCN(C(=O)c2[nH]cnc2C(=O)N[C@@H](C)c2ccccc2)CC1	·	·	·	·	·	4.4	55	·	·	-0.4%	1.4%	1.6%
CN(C1=NC(=O)C(CC(=O)Nc2ccc(Br)cc2)S1)c1ccc(O)cc1 (stereo not given)	i	4.2	2.4	1.4	-0.1%	0.5	44	-9.9%	-9.5%	1.8%	38.5%	-6.8%
CC1CCCCN1C(=O)CCNS(=O)(=O)c1ccc2c(c1)c(=O)n(C)c(=O)n2C (stereo not given)	·	·	·	·	-9.9%	0.0	65	9.0%	0.1%	0.2%	2.8%	-11.0%
COc1ccc(CC(=O)NCc2ccccc2)cc1OC	·	·	·	·	-10.5%	1.9	64	5.3%	2.3%	i	-0.1%	-5.0%
COc1ccc(-c2cc(=O)oc3cc(OCC(=O)NCc4ccccn4)ccc23)cc1	·	·	·	·	-7.3%	-0.2	91	14.0%	4.5%	6.2%	0.0%	-0.7%
Cn1c(NC(=O)C2CCCC2)cc(=O)n(C)c1=O	·	·	9.3	-3.7	-1.9%	-2.0	57	47.5%	-12.0%	0.9%	1.0%	-3.5%
CCCC(=O)NCCCc1nc2ccccc2n1C	i	4.2	6.4	7.9	-2.0%	0.5	89	14.3%	-7.0%	-6.0%	0.7%	-3.5%
Cc1cc(N(C)C)c(C#N)c(N2CCCCC2)n1	i	7.7	1.9	-0.9	-6.8%	-2.1	78	-7.9%	0.9%	0.7%	1.4%	1.6%
O=C(N1CCN(c2ccccc2F)CC1)C12CC3CC(CC(C3)C1)C2	i	-2.8	2.2	-3.8	3.4%	-0.2	92	-8.6%	1.7%	0.2%	4.2%	-13.1%
CCOc1ccc(Cn2c(=O)oc3ccc(C)cc32)cc1OC	i	0.4	-34.1	-7.1	-3.4%	0.7	80	-2.3%	21.5%	0.1%	7.8%	-0.8%
O=C(Nc1nc2c(F)c(F)c(F)cc2s1)c1ccco1	·	·	·	·	-8.1%	-1.2	38	26.8%	1.0%	0.1%	4.2%	-3.3%
CC(=O)Nn1cnc2c(c1=O)C1(CCCCC1)Cc1ccccc1-2	i	3.1	-22.3	-24.3	-5.2%	-0.1	58	1.3%	8.8%	-0.1%	1.9%	-6.9%
COCCCN=Cc1c(-c2ccccc2)[nH]n(-c2nc3ccccc3s2)c1=O	·	·	·	·	-2.4%	4.3	52	5.8%	9.9%	-0.3%	1.1%	-4.6%
Cc1nnc(NC(=O)CSc2n[nH]c(-c3ccccc3C)n2)s1	·	·	·	·	-10.1%	2.1	53	12.4%	-17.2%	0.8%	1.2%	3.3%

Seven of the compounds above, with two lines to a compound:
Results follow in this order: Autophagy HCS	Autophagy HCS cell loss 18 h	WT yeast gro inh	WT yeast gro inh mutant strain	LYP phosphatase	NTR1 agonist	NTR1 agonist cell count 20 µM	AID2073	GPR35 antagonists	K1F lysis inhibition	RSV CPE inhibition	NS5 inhibitors
- COc1ccc(CC(=O)NCc2ccccc2)cc1OC
  ·	·	·	·	-10.5%	1.9	64	5.3%	2.3%	i	-0.1%	-5.0%
- CCCC(=O)NCCCc1nc2ccccc2n1C
  i	4.2	6.4	7.9	-2.0%	0.5	89	14.3%	-7.0%	-6.0%	0.7%	-3.5%
- CC1CCN(C(=O)c2[nH]cnc2C(=O)N[C@@H](C)c2ccccc2)CC1
  ·	·	·	·	·	4.4	55	·	·	-0.4%	1.4%	1.6%
- Cc1cc(N(C)C)c(C#N)c(N2CCCCC2)n1
  i	7.7	1.9	-0.9	-6.8%	-2.1	78	-7.9%	0.9%	0.7%	1.4%	1.6%
- COCCCN=Cc1c(-c2ccccc2)[nH]n(-c2nc3ccccc3s2)c1=O
  ·	·	·	·	-2.4%	4.3	52	5.8%	9.9%	-0.3%	1.1%	-4.6%
- CCOc1ccc(Cn2c(=O)oc3ccc(C)cc32)cc1OC
  i	0.4	-34.1	-7.1	-3.4%	0.7	80	-2.3%	21.5%	0.1%	7.8%	-0.8%
- CC1CCCCN1C(=O)CCNS(=O)(=O)c1ccc2c(c1)c(=O)n(C)c(=O)n2C (stereo not given)
  ·	·	·	·	-9.9%	0.0	65	9.0%	0.1%	0.2%	2.8%	-11.0%
